Screening results (PubChem)
3CLpro inhibitor = SARS-CoV 3CLpro protease inhibition; inhibition, % at 6 µM; 290,000 tested, 0.14% active; recombinant SARS-CoV 3CLpro, quenched FRET peptide cleavage; P0C6X7; in the data active = inhibition above about 12%
DUSP3 inh = blocks human VHR1 dual specificity phosphatase. P51452. recombinant VHR phosphatase, pNPP absorbance. inhibition, % at 13.3 µM. 290,000 tested, 0.52% active; in the data active = inhibition above about 50%; note: some compounds called inactive have numbers as strong as hits
Target sequence (P51452 whole entry, looked up): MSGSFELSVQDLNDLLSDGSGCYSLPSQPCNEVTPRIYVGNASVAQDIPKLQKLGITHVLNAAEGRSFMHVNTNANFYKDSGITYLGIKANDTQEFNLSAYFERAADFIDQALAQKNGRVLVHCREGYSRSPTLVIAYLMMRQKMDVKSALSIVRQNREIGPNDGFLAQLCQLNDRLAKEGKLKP
BoNT A protease = blocks Botulinum neurotoxin A light chain protease; multiplex microsphere protease substrate cleavage, flow cytometry; inhibition, % at 10 µM; 360,000 tested, 0.17% active; AID 588499; note: plate controls were buffer without enzyme for full effect and enzyme alone for no effect
Anthrax LF prot = anthrax lethal factor protease inhibition; inhibition, % at 10 µM; multiplex microsphere protease cleavage assay, LF; AID 588501; 360,000 tested, 0.12% active; note: plate controls were buffer without enzyme for full effect and enzyme alone for no effect
Target sequence (P15917 whole entry, looked up): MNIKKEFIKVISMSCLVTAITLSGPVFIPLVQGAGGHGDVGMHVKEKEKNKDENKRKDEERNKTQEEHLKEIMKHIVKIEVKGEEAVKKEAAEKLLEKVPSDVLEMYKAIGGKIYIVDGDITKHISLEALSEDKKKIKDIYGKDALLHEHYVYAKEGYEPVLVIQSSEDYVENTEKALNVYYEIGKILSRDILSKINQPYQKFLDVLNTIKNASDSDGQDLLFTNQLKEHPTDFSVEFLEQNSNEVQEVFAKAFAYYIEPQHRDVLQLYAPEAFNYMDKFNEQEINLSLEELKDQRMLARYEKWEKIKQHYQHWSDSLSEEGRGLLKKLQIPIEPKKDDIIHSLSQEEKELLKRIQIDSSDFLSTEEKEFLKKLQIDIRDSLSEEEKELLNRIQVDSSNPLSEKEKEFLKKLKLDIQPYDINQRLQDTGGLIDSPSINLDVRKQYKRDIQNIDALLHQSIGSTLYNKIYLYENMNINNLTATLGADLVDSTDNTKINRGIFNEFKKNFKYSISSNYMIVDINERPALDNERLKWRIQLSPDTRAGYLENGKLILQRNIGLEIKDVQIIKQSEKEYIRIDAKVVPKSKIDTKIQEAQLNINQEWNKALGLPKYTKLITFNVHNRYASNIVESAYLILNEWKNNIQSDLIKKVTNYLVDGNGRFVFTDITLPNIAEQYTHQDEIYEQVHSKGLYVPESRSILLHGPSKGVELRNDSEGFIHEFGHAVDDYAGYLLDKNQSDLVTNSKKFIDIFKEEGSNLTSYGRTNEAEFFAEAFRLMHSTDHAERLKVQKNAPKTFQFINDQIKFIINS
CCHF vOTU inh = CCHFV vOTU protease inhibition; inhibition, % at 11.5 µM; Pep-AMC fluorescence; 370,000 tested, 0.55% active; in the data active = inhibition above about 30%; note: 0% = vehicle wells with enzyme and 100% = no enzyme wells
SSB-PriA inh = inhibitors of Klebsiella pneumoniae PriA binding to SSB C-terminal tail | AlphaScreen SSBct-PriA binding, biotinylated peptide | inhibition, % at 33 µM | 430,000 tested, 0.6% active; in the data active = inhibition mostly above about 37%, no sharp cut-off; inactive = mostly below about 20%;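 note: plate controls were negative control peptide for no effect and reference peptide for full effect; strong numbers were not always called active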
TcdB GH inh = inhibitors of Clostridioides difficile toxin B glycohydrolase | P18177 | TcdB glycohydrolase enzymatic assay, plate reader | inhibition, % at 9.99 µM | 350,000 tested, 0.24% active; in the data active = inhibition above about 10%
Y pestis TopoI = inhibitors of Yersinia pestis topoisomerase I. 360,000 tested, 0.064% active. AID 504884. activity, % at 10 µM. Y. pestis Topo-I cleavage product accumulation, plate reader; in the data active = activity above about 50%, passing the limit was not always enough; inconclusive = no clear call, values can overlap the other calls; note: inactives centre near 2
Vc quorum ag = inducers of Vibrio cholerae quorum light production without autoinducers | V. cholerae BH1578 lux reporter, luminescence, 6 h | activation, % at 18.7 µM | 350,000 tested, 0.16% active | AID 588436; in the data active = activation mostly above about 9.7%, no sharp cut-off; inconclusive = no clear call, values can overlap the other calls; inactive = mostly below about 3.7%; note: not every result past the cut was called active; inactives centre near 0; reference of the scale not given here
PfHsp40 yeast = compounds rescuing yeast from Plasmodium falciparum HSP40 toxicity | growth rescue, % at 12.5 µM | S. cerevisiae expressing PfHsp40, growth rescue, ATP luminescence | 340,000 tested, 0.68% active | AID 504582; in the data active = growth rescue above about 28%, passing the limit was not always enough; inconclusive = no clear call, values can overlap the other calls;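 note: yeast W303a lacking pdr1 and pdr3 grown in galactose medium; growth measured after three days at 30 °C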
An asterisk follows results filed as active. Cut-off read from the data, not from the text of the source, unless noted: active = inhibition above about 30%; inconclusive = no clear call, values can overlap the other calls; inactive = below that.

Results for COc1ccc(Cl)c(Cn2c(NCC(C)O)nc3c2c(=O)n(C)c(=O)n3C)c1 (stereo unspecified) ?
3CLpro inhibitor: 1; DUSP3 inh: 12; BoNT A protease: 0.0; Anthrax LF prot: 1; CCHF vOTU inh: -5; SSB-PriA inh: -6; Y pestis TopoI: 4; PfHsp40 yeast: 0.0

How did Cc1ccc(CNC(=O)c2cc(S(=O)(=O)N3CCCCC3)ccc2N2CCOCC2)cc1 do in these assays?
BoNT A protease: 0.3; Anthrax LF prot: -2; CCHF vOTU inh: 3; SSB-PriA inh: -1; TcdB GH inh: -0.9; Y pestis TopoI: 27; Vc quorum ag: inactive; PfHsp40 yeast: 2.8

Results for O=C(COC(=O)[C@H](Cc1ccccc1)NC(=O)c1cccs1)Nc1c(Cl)cccc1Cl ?
3CLpro inhibitor: 0; DUSP3 inh: 16; BoNT A protease: 0.6; Anthrax LF prot: 0; CCHF vOTU inh: 16; SSB-PriA inh: -1; Y pestis TopoI: 13; Vc quorum ag: 1.0; PfHsp40 yeast: 1.5

Results for COc1nc(N)c(S(=O)(=O)c2ccccc2)cc1C#N ?
3CLpro inhibitor: 1; DUSP3 inh: 9; BoNT A protease: inconclusive; Anthrax LF prot: 0; CCHF vOTU inh: -5; SSB-PriA inh: -5; Y pestis TopoI: -4; Vc quorum ag: inactive; PfHsp40 yeast: 0.3

Results for Cc1cccc(N2CCN(C(=O)C(C)C)CC2)c1C ?
3CLpro inhibitor: 4; DUSP3 inh: 42; BoNT A protease: 1.7; Anthrax LF prot: 2; CCHF vOTU inh: 8; SSB-PriA inh: -5; Y pestis TopoI: 2; Vc quorum ag: -1.9; PfHsp40 yeast: -0.9

What do the screens show for `COC(=O)C1=C(C)N(C)C(=S)NC1c1ccccc1` (stereo unspecified)?
3CLpro inhibitor: 7; DUSP3 inh: 15; BoNT A protease: -0.1; Anthrax LF prot: 0; CCHF vOTU inh: -1; SSB-PriA inh: 0; TcdB GH inh: 1.1; Y pestis TopoI: 4; Vc quorum ag: -2.1; PfHsp40 yeast: 0.0

What do the screens show for `COC(=O)c1ccc(CSc2ccccc2NC(=S)Nc2cccc(C(F)(F)F)c2)o1`?
BoNT A protease: -0.2; Anthrax LF prot: 2; CCHF vOTU inh: -15; TcdB GH inh: 0.1; Y pestis TopoI: 14; Vc quorum ag: inactive

How did COc1cc([N+](=O)[O-])cc(/C=N/NC(=O)Cn2cncn2)c1O do in these assays?
3CLpro inhibitor: 2; DUSP3 inh: 1; BoNT A protease: -0.7; Anthrax LF prot: -9; CCHF vOTU inh: 28; TcdB GH inh: -11; Y pestis TopoI: -9; Vc quorum ag: -0.4; PfHsp40 yeast: 0.0

Results for COc1ccc(N(C)C(=O)c2cc3c(s2)-c2ccccc2OC3)c(OC)c1 ?
3CLpro inhibitor: 7; DUSP3 inh: 29; BoNT A protease: -0.7; Anthrax LF prot: -1; CCHF vOTU inh: 0; SSB-PriA inh: 6; TcdB GH inh: 1.4; Y pestis TopoI: 41; Vc quorum ag: -0.4; PfHsp40 yeast: 2.5

What do the screens show for `COc1ccc(/C=N/NC(=O)Cc2cc(OC)c(OC)cc2[N+](=O)[O-])cc1`?
3CLpro inhibitor: -1; DUSP3 inh: 4; BoNT A protease: 0.0; Anthrax LF prot: -1; CCHF vOTU inh: 1; TcdB GH inh: -0.1; Y pestis TopoI: 4; Vc quorum ag: -0.3; PfHsp40 yeast: -0.3

How did COCCNC(=O)CCCC(=O)NCCOC do in these assays?
3CLpro inhibitor: -7; DUSP3 inh: -13; BoNT A protease: -0.6; Anthrax LF prot: -3; CCHF vOTU inh: -9; SSB-PriA inh: -8; Y pestis TopoI: 0; Vc quorum ag: inactive; PfHsp40 yeast: -0.2

What do the screens show for `COc1cc(NC(=O)c2ccccc2)c(OC)cc1Cl`?
3CLpro inhibitor: 0; DUSP3 inh: 13; BoNT A protease: -0.4; Anthrax LF prot: -1; CCHF vOTU inh: 4; SSB-PriA inh: -21; Y pestis TopoI: 0; Vc quorum ag: inactive; PfHsp40 yeast: 1.0

What do the screens show for `C=CCN(CC(=O)Nc1cccnc1)S(=O)(=O)c1ccc(Cl)cc1`?
BoNT A protease: 0.1; Anthrax LF prot: -2; CCHF vOTU inh: 24; SSB-PriA inh: -4; TcdB GH inh: 0.7; Y pestis TopoI: 7; Vc quorum ag: -3.8; PfHsp40 yeast: -1.7

How did COc1cc(-n2c(=O)c3ccccc3n(Cc3cccnc3)c2=O)cc(OC)c1OC do in these assays?
3CLpro inhibitor: 2; BoNT A protease: -0.2; Anthrax LF prot: 1; CCHF vOTU inh: -3; SSB-PriA inh: -7; Y pestis TopoI: -2; Vc quorum ag: -0.4; PfHsp40 yeast: 0.4

Results for Cc1ccc(-c2nn(-c3ccccc3)cc2/C=N/O)cc1 ?
3CLpro inhibitor: 1; DUSP3 inh: -26; BoNT A protease: -4.0; Anthrax LF prot: 11; CCHF vOTU inh: 2; TcdB GH inh: 0.6; Y pestis TopoI: 3; Vc quorum ag: 1.4; PfHsp40 yeast: 12

What do the screens show for `Cn1nc(C(C)(C)C)cc1NC(=O)Nc1cc(Cl)cc(Cl)c1`?
3CLpro inhibitor: 7; DUSP3 inh: 23; BoNT A protease: -5.1; Anthrax LF prot: 13; CCHF vOTU inh: -6; SSB-PriA inh: -14; TcdB GH inh: 1.5; Y pestis TopoI: -6; Vc quorum ag: inactive; PfHsp40 yeast: 0.7

How did Cc1ccccc1OCC(=O)NN1C(=O)C2C3C=CC(O3)C2C1=O (stereo unspecified) do in these assays?
3CLpro inhibitor: 3; DUSP3 inh: 13; BoNT A protease: -0.3; Anthrax LF prot: -1; CCHF vOTU inh: -2; SSB-PriA inh: -4; TcdB GH inh: -1.1; Y pestis TopoI: 31; Vc quorum ag: -0.5; PfHsp40 yeast: -0.6

How did CC(=O)c1cccc(-c2ccnc3c2CC(C(=O)Nc2cccc(C(F)(F)F)c2)O3)c1 (stereo unspecified) do in these assays?
BoNT A protease: 0.4; Anthrax LF prot: -4; CCHF vOTU inh: 33*; TcdB GH inh: 1.3; Y pestis TopoI: 8; Vc quorum ag: -0.8

What do the screens show for `COc1ccccc1CNC(=O)COC(=O)c1ccc([N+](=O)[O-])o1`?
BoNT A protease: 0.9; Anthrax LF prot: -2; CCHF vOTU inh: 10; SSB-PriA inh: -16; TcdB GH inh: 1.6; Y pestis TopoI: 1; Vc quorum ag: -0.3; PfHsp40 yeast: 0.1

How did CC1CCCN(C(=O)C2CCCN(S(=O)(=O)c3cccc4nsnc34)C2)C1 (stereo unspecified) do in these assays?
3CLpro inhibitor: 1; DUSP3 inh: 16; BoNT A protease: 0.4; Anthrax LF prot: -1; CCHF vOTU inh: -4; SSB-PriA inh: 5; Y pestis TopoI: -5; Vc quorum ag: -1.7; PfHsp40 yeast: -0.4

How did CN(CCc1ccccc1)Cc1nc(-c2cnccn2)no1 do in these assays?
3CLpro inhibitor: 2; DUSP3 inh: -4; BoNT A protease: 0.8; Anthrax LF prot: -7; CCHF vOTU inh: -7; SSB-PriA inh: 3; TcdB GH inh: 1.5; Y pestis TopoI: -1; Vc quorum ag: 1.7; PfHsp40 yeast: -0.1

How did O=C(Nc1ccc(Cl)cc1)c1ccsn1 do in these assays?
3CLpro inhibitor: -4; DUSP3 inh: 14; BoNT A protease: 0.1; Anthrax LF prot: 0; CCHF vOTU inh: 0; SSB-PriA inh: -14; Y pestis TopoI: -5; Vc quorum ag: 0.3; PfHsp40 yeast: -0.2

How did Cn1c(=O)n(Cc2ccccc2)c(=O)c2c1nc1n2CCCN1Cc1ccccc1 do in these assays?
3CLpro inhibitor: -3; DUSP3 inh: 15; BoNT A protease: -0.6; Anthrax LF prot: -2; CCHF vOTU inh: -5; SSB-PriA inh: -7; Y pestis TopoI: 30; Vc quorum ag: inactive; PfHsp40 yeast: 0.3

Results for CCCCN(C(=O)Oc1ccccc1)C1CCS(=O)(=O)C1 (stereo unspecified) ?
3CLpro inhibitor: -1; DUSP3 inh: 13; CCHF vOTU inh: -10; SSB-PriA inh: -11; TcdB GH inh: 2.1; Y pestis TopoI: 0; Vc quorum ag: -0.7; PfHsp40 yeast: -0.3

What do the screens show for `COc1ccc(-n2nc3c(N4CCC(C(=O)NCC(C)c5ccccc5)CC4)nnc(C)c3c2C)cc1` (stereo unspecified)?
3CLpro inhibitor: 1; DUSP3 inh: 13; BoNT A protease: -3.0; Anthrax LF prot: -1; CCHF vOTU inh: 17; SSB-PriA inh: -4; TcdB GH inh: -0.1; Y pestis TopoI: 32; Vc quorum ag: inactive; PfHsp40 yeast: 0.0

Results for O=C(CCN1CCN(c2ccccc2)CC1)N/N=C/c1ccc([N+](=O)[O-])o1 ?
3CLpro inhibitor: 5; DUSP3 inh: 9; BoNT A protease: 0.3; Anthrax LF prot: 2; CCHF vOTU inh: 7; TcdB GH inh: -1.3; Y pestis TopoI: 1; Vc quorum ag: inactive; PfHsp40 yeast: -0.7

How did Cc1ccsc1/C=C(\C#N)C(=O)NCc1ccco1 do in these assays?
3CLpro inhibitor: 6; DUSP3 inh: -1; BoNT A protease: -2.2; Anthrax LF prot: -1; CCHF vOTU inh: -2; SSB-PriA inh: -2; TcdB GH inh: 1.0; Y pestis TopoI: -4; Vc quorum ag: -0.3; PfHsp40 yeast: 0.6

What do the screens show for `O=C(CCNS(=O)(=O)c1ccccc1C(F)(F)F)NCC(c1ccco1)N1CCCCC1` (stereo unspecified)?
BoNT A protease: 1.5; Anthrax LF prot: -2; CCHF vOTU inh: -5; SSB-PriA inh: -9; TcdB GH inh: 0.1; Y pestis TopoI: -2; Vc quorum ag: inactive; PfHsp40 yeast: -1.6

What do the screens show for `O=C(CNC(=S)N(Cc1ccccc1)Cc1cccnc1)NC1CCCC1`?
3CLpro inhibitor: -4; DUSP3 inh: 0; BoNT A protease: 0.8; Anthrax LF prot: 0; CCHF vOTU inh: 16; SSB-PriA inh: 3; TcdB GH inh: 3.3; Y pestis TopoI: -10; Vc quorum ag: -0.7; PfHsp40 yeast: -1.4

Results for O=C(CSc1nnc(NC(=O)C2CCCCC2)s1)NCc1ccco1 ?
3CLpro inhibitor: -4; DUSP3 inh: 8; BoNT A protease: -0.6; Anthrax LF prot: -3; CCHF vOTU inh: -14; SSB-PriA inh: -4; TcdB GH inh: 1.9; Y pestis TopoI: -3; Vc quorum ag: -0.5; PfHsp40 yeast: 0.9

What do the screens show for `CCCc1cc(=O)oc2c3c(cc(OCC(=O)N4CCC(C(=O)O)CC4)c12)OC(C)(C)CC3`?
BoNT A protease: -0.7; Anthrax LF prot: -7; CCHF vOTU inh: -234; TcdB GH inh: 1.8; Y pestis TopoI: 2; Vc quorum ag: -0.3

How did Cn1c(-c2ccc(F)cc2)cnc1SCC(=O)NCc1ccco1 do in these assays?
3CLpro inhibitor: 5; DUSP3 inh: -13; BoNT A protease: -1.0; Anthrax LF prot: -2; CCHF vOTU inh: 1; SSB-PriA inh: 12; Y pestis TopoI: 1; Vc quorum ag: inactive; PfHsp40 yeast: -0.3

Filtered by structure: the compounds so far containing a cyano group (2)
Results for COc1nc(N)c(S(=O)(=O)c2ccccc2)cc1C#N ?
3CLpro inhibitor: 1; DUSP3 inh: 9; BoNT A protease: inconclusive; Anthrax LF prot: 0; CCHF vOTU inh: -5; SSB-PriA inh: -5; Y pestis TopoI: -4; Vc quorum ag: inactive; PfHsp40 yeast: 0.3

How did Cc1ccsc1/C=C(\C#N)C(=O)NCc1ccco1 do in these assays?
3CLpro inhibitor: 6; DUSP3 inh: -1; BoNT A protease: -2.2; Anthrax LF prot: -1; CCHF vOTU inh: -2; SSB-PriA inh: -2; TcdB GH inh: 1.0; Y pestis TopoI: -4; Vc quorum ag: -0.3; PfHsp40 yeast: 0.6

This is a subset; rates above refer to the full screens.
